From PubChem
PvdQ acylase – P. aeruginosa PvdQ acylase inhibitors, primary screen, biochemical, fluorescence, plate reader and imaging, single point. PvdQ acylase [Pseudomonas aeruginosa LESB58]. purified PvdQ acylase. AID 488965, 2010. inhibition, % at 10 µM. actives 0.063% (n = 340,000); in the data active means inhibition above about 30%, passing the limit was not always enough;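 further: 0% = vehicle neutral wells and 100% = reference inhibitor wells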
Rtt109 HAT inh – inhibitors of C. albicans Rtt109/Vps75 HAT, primary screen, biochemical, ThioGlo CoA-SH fluorescence, plate reader; actives 0.16% (n = 330,000); purified Rtt109/Vps75, 4 h; inhibition, % at 34.9 µM; AID 540336, 2011; Histone acetyltransferase RTT109 (Candida albicans (strain SC5314 / ATCC MYA-2876)), …;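 active means inhibition of at least 50% in every replicate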
SR-BI uptake up – activators of SR-BI mediated DiI-HDL uptake, primary screen, ldlA[mSR-BI] CHO cells, DiI fluorescence | 3 h; 100 = double the neutral-control signal | activation, % at 12.5 µM | actives 0.096% (n = 320,000) | AID 504775, 2011;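 active means mean replicate activation of at least 60% and every replicate at or above 60%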;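 further: 0% = median plate neutral-control signal and 100% = twice that signal; values of inactives mirror those of a sister screen read the other way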
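Assay system: LDL receptor-deficient CHO ldlA cells overexpressing murine SR-BI / Medium: BSA-supplemented, HEPES-buffered Ham's F12, pH 7.4 / Probe or stimulus: DiI-labelled HDL at 10 µg/mL final / Timing: compound with DiI-HDL co-incubation, 3 h at 37 °C / Technique: bottom-read cell fluorescence after medium removal, ex 550/em 595 nm / Measure: HDL uptake via cellular fluorescence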
CAL PDZ FP-1 – CAL PDZ peptide-binding inhibitors, primary screen, biochemical, fluorescence polarization, Cer-tagged CAL PDZ, HTS; Golgi-associated PDZ and coiled-coil motif-containing protein (Homo sapiens), Q9HD26; purified CAL PDZ, TMR-peptide fluorescence polarization, 1 h; inhibition, % at 20 µM; actives 0.02% (n = 330,000); AID 504414, 2011;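 active means highest replicate inhibition of at least 40%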;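 further: plate controls were DMSO neutral control wells for no effect and unlabeled competitor peptide control wells for full effect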
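Material – purified CerCALP PDZ construct · Detection – FP readout, S and P plane fluorescence · Measure – percent inhibition from loss of millipolarization · Controls – unlabelled peptide for full inhibition, DMSO wells as neutral · Probe or stimulus – TMR-labelled reporter peptide T*-PRC34 bound in PDZ groove · Times – 1 h at RT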
MITF TRPM1 HTS – activators of MITF-driven TRPM1 promoter reporter, primary screen, cell-based, SK-MEL-5, luciferase, single point; SK-MEL-5 TRPM1-promoter luciferase, 24 h; % of positive control, neutral wells = 0; activation, % at 12.5 µM; actives 0.75% (n = 300,000); AID 588334, 2011;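 active means mean activation of at least 80% with every replicate also reaching 80%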;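 further: 0% = neutral control wells and 100% = parthenolide positive control wells; values of inactives mirror those of a sister screen read the other way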
PfHsp90 yeast 2 – growth inhibition of PfHsp90-expressing yeast, primary screen, antimalarial PfHsp90 inhibitor project, S. cerevisiae, BacTiter-Glo luminescence, single point, set 2. BacTiter-Glo ATP, 48 h; yeast lacking PDR1 and PDR3 efflux regulators. inhibition, % at 9.4 µM. actives 0.32% (n = 310,000);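 active means every replicate shows inhibition above about 80%, whatever the replicate mean, limit read from the data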;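 further: 0% = DMSO neutral controls and 100% = 20 µM radicicol positive controls; yeast relying on Plasmodium falciparum Hsp90 in place of its own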
SR-BI HDL uptake – inhibitors of SR-BI mediated HDL lipid uptake, primary screen, ldlA[mSR-BI] cells, fluorescence, single point; ldlA[mSR-BI] CHO cells, DiI-HDL uptake fluorescence, 3 h; inhibition, % at 12.5 µM; actives 0.96% (n = 320,000); AID 488896, 2010; Scavenger receptor class B member 1 (Mus musculus), Q61009;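 active means mean replicate inhibition of at least 70% and a set share of replicates each scoring 70 or more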;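 further: 0% = median of neutral control wells and 100% = median of positive control wells; values of inactives mirror those of a sister screen read the other way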
Target sequence (Q61009 whole entry, looked up): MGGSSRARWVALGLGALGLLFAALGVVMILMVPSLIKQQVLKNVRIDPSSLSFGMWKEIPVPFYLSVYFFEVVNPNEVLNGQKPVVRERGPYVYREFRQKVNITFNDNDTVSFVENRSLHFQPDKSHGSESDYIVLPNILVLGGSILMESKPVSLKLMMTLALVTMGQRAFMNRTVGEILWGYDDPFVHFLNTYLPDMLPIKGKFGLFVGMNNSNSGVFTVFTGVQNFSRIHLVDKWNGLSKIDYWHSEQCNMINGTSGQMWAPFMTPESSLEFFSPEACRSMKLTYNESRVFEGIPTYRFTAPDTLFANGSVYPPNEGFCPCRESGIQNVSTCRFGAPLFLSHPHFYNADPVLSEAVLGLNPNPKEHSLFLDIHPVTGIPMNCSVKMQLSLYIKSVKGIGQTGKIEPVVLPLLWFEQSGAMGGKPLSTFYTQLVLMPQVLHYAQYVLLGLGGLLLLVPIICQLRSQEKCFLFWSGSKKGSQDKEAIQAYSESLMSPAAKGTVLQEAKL
NSD2 inh – NSD2 histone methyltransferase inhibitors, primary screen, biochemical, AlphaScreen, single concentration, set 2; Histone-lysine N-methyltransferase NSD2 (Homo sapiens), O96028; NSD2 peptide methylation, 120 min; inhibition, % at 12.5 µM; actives 0.54% (n = 310,000); AID 743445, 2014; in the data active means inhibition above about 50%
CAL PDZ FP-2 – untagged CAL PDZ binding inhibitors, primary screen, biochemical, fluorescence polarization, HTS | purified CAL PDZ, TMR-peptide fluorescence polarization, 1 h | actives 0.92% (n = 300,000) | inhibition, % at 24.9 µM | Golgi-associated PDZ and coiled-coil motif-containing protein (Homo sapiens), Q9HD26 | AID 602252, 2012;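 active means mean inhibition of at least 30% with at least half of replicates also reaching 30%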;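 further: 0% = DMSO neutral control and 100% = excess unlabeled competitor peptide PRC23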
dFosB act – activators of delta FosB homodimer, primary screen, biochemical, fluorescence polarization, TAMRA-CDK5 oligo, single point; purified delta FosB; percent of positive-control signal above neutral wells; activation, % at 25 µM; AID 493131, 2011; actives 0.99% (n = 340,000); Protein FosB (Mus musculus), P13346;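 active means mean activation above about 17%, with every replicate also reaching it, limit read from the data, passing the limit was not always enough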;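 further: fluorescence polarization rise as delta FosB binds a TAMRA Cdk5 AP-1 oligo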
Target sequence (P13346 whole entry, looked up): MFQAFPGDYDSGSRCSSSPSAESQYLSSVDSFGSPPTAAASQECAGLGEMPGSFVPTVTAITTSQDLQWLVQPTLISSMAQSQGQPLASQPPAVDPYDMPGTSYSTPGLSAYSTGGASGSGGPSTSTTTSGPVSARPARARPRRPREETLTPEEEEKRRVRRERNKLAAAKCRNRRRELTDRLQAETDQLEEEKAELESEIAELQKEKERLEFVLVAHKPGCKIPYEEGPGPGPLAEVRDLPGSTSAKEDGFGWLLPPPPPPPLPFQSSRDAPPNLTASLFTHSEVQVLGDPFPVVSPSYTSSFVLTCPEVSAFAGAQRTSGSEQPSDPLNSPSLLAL
The depositor's hits bear a star; nt = no result given. An unsorted share of the library (roughly 4.3% active in at least one column).

entry	smiles	PvdQ acylase	Rtt109 HAT inh	SR-BI uptake up	CAL PDZ FP-1	MITF TRPM1 HTS	PfHsp90 yeast 2	SR-BI HDL uptake	NSD2 inh	CAL PDZ FP-2	dFosB act
1	CCOc1ccc(C(C)=O)cc1CSc1nc2nc(C)cc(C)n2n1	-12	-5	-59	-1.6	8	-2	59	4	1	-11
2	COc1ccccc1N1CCN(CC(=O)Nc2c(C)n[nH]c2C)CC1	-16	3	24	-2.0	1	-25	-24	1	-1	-5
3	C=CCN(C(=O)CNC(=O)c1cccs1)C(C(=O)NC1CCCCC1)c1cccnc1 (configuration not stated)	-5	-2	-2	-3.2	-7	-1	2	-1	-2	-6
4	Cc1cc(C)cc(N=Cc2c(O)c3ccccc3oc2=O)c1	-2	-5	-25	-0.8	-12	-79	25	-1	-2	-17
5	COc1ccccc1CNC(=O)c1cc(S(=O)(=O)N2CCCCC2)c[nH]1	-22	-1	-11	-0.3	4	-6	11	nt	1	-5
6	Cc1nc(C)c(C(=O)OCC(=O)NCCc2ccc(F)cc2)s1	7	14	7	-2.2	-5	-2	-7	-1	-5	-13
7	O=C(NCc1ccco1)c1c(F)c(F)c(F)c(C(=O)NCc2ccco2)c1F	0	0	-26	-2.5	3	0	26	0	-4	-1
8	N#CCC(=O)Nc1ccc(C(=O)NCc2cccc(Cl)c2)cc1	-13	-8	nt	-2.0	-11	-11	nt	-2	-1	-15
9	Cc1cc(NC(=O)c2ccccc2)nc(C)n1	-5	0	13	0.1	0	-16	-13	-8	-6	-7
10	COC(=O)c1c(NC(=O)C2C3CCC(C3)C2C(=O)O)sc2c1CCCCC2 (configuration not stated)	-11	8	6	-0.7	21	9	-6	-3	1	-1
11	CC(=O)N/N=C(\C)c1cccc(C(F)(F)F)c1	-3	-3	18	0.7	-12	nt	-18	-4	0	-5
12	CC(C)OCCCNC(=O)CCC(=O)NNc1nc2ccccc2c2nc(-c3ccccc3)nn12	17	9	-21	-2.4	-5	-1	21	0	-3	-23
13	O=C(NC(NC(=O)c1ccccc1)c1cccc([N+](=O)[O-])c1)c1ccccc1	-9	-1	29	-2.1	7	10	-29	-3	-1	-6
14	Cc1cc(C(=O)COC(=O)Cc2ccc(Br)cc2)c(C)n1C	2	-2	6	-1.0	17	-15	-6	7	-6	-9
15	COCCCn1c(SCC(=O)N2CC(=O)Nc3ccccc32)nnc1-c1ccoc1C	-18	1	-2	nt	-1	-21	2	-3	-4	0
16	Cc1ccnc(NC(=O)C2CCN(S(=O)(=O)c3cccc4nonc34)CC2)c1	3	5	-14	-0.5	8	7	14	-1	-4	-6
17	CCNC(=O)c1c(NC(=O)c2cc(-c3cc(C)ccc3O)n[nH]2)sc2c1CCCC2	-8	-7	-64	-1.3	9	4	64	0	-3	-9
18	CC1CCN(C2=C(NS(=O)(=O)c3ccc(Cl)cc3)C(=O)c3ccccc3C2=O)CC1	-11	-4	-4	-1.4	17	-10	4	14	0	-2
19	COc1ccc(/C=C/c2c(-c3ccc(OC)cc3)oc3cccnc23)cc1	-78	-3	-58	0.5	12	10	58	nt	2	3
20	O=C(CCCN1C(=O)/C(=C\c2ccco2)SC1=S)Nc1ccc2ccccc2c1	-10	-5	-1	0.4	2	-21	1	1	-6	-2
21	O=C(c1cccc(F)c1)N1CCN(c2cccc(Cl)c2)CC1	-4	6	-1	nt	nt	nt	1	6	-2	-7
22	COC(=O)c1ccc(CSc2nnc3ccccn23)o1	-8	0	5	-2.4	-7	9	-5	2	-3	-1
23	Cc1c(Cl)cccc1NC(=O)CC1Oc2ccccc2NC1=O (configuration not stated)	-11	nt	-15	-1.0	3	-15	15	-5	-7	23*
24	CCCCNC(=O)/C(C#N)=C/c1ccc(-c2ccc(S(=O)(=O)N3CCOCC3)cc2)o1	14	4	-5	0.1	-15	-6	5	nt	-3	5
25	Clc1ccc(SCc2csc(N3CCOCC3)n2)cc1	-9	-18	14	-0.2	12	-52	-14	0	-2	0
26	CN1CCO/C1=C(\C(Cl)=C(Cl)Cl)[N+](=O)[O-]	0	-8	25	-2.9	-10	7	-25	2	-2	0
27	CC1(c2ccc(OC(F)F)cc2)NC(=O)N(CC(=O)Nc2ccc(F)cc2)C1=O (configuration not stated)	-19	-8	-14	-5.2	-3	24	14	-6	-2	-10
28	Cc1ccccc1-n1c(=S)[nH]c2nc3c(cc2c1=O)CCCC3	-3	6	31	-1.6	6	3	-31	-4	1	-5
29	O=S1(=O)[C@H]2C[C@@H]3C=C[C@@]2(CN1Cc1cccc(F)c1)O3	5	2	-19	0.0	3	9	19	nt	-1	8
30	COc1ccc(-c2ccc(/C=C3/C(=N)N4C=CSC4=NC3=O)o2)c([N+](=O)[O-])c1	-8	0	-12	-0.9	2	-74	12	29	-1	-1
31	CCOC(=O)C1CCCN(Cc2ccc(O)c(OC)c2)C1 (configuration not stated)	-8	-2	12	0.2	nt	nt	-12	-2	-2	2
32	O=C(NCCCc1ccccc1)c1cc([N+](=O)[O-])ccc1Cl	-12	-1	-2	-2.0	2	-3	2	nt	-1	-3
33	Nc1ncnc(Nc2ccccc2Oc2ccccc2)n1	-17	2	13	-0.1	14	-7	-13	1	-4	3
34	CCC1Oc2ccc(C)cc2N(CC(=O)NCc2cc(OC)ccc2OC)C1=O (configuration not stated)	-8	2	-9	-2.7	1	4	9	-1	0	-5
35	CN(C)CCCNC(=O)c1cc(S(=O)(=O)N2CCOCC2)ccc1F	-8	-6	-2	-3.3	-6	-11	2	22	-6	-3
36	CC(C)(C)NC(=S)Nc1ccc(Nc2ccccc2)cc1	-3	4	-17	-0.7	nt	-5	17	17	-6	-7
37	O=C(COC(=O)c1ccc(Cl)nc1)Nc1cccc(S(=O)(=O)N2CCCCC2)c1	14	13	21	0.2	-5	nt	-21	-1	-6	-7
38	COc1ccccc1NC(=O)C(=O)c1cn(CC(=O)N2CCCC2)c2ccccc12	-11	5	-68	-6.1	33	1	68	nt	-13	1
39	NC(=O)C1CCN(C(=O)C2CC(=O)N(c3ccc4c(c3)OCCO4)C2)CC1 (configuration not stated)	-7	-1	48	-1.9	-8	-3	-48	-1	-5	-1
40	Cc1ccc2[nH]cc(CCNC(=O)c3ccc4c(c3)OCO4)c2c1	-14	-6	-47	-0.1	16	-9	47	1	-5	-14
41	COc1ccccc1NC(=O)N1CCCC1C(=O)NC1CCCCC1 (configuration not stated)	3	4	2	-2.0	nt	-7	-2	-4	-1	-5
42	CCc1ccc(/C=C2/SC(=S)N(CCCC(=O)Nc3ccccc3C(=O)O)C2=O)cc1	5	32	20	-1.3	-26	-16	-20	43	-22	-17
43	CCc1cccc2c(/C=N/NC(=O)c3cccc(S(=O)(=O)Nc4ccccc4Cl)c3)c[nH]c12	-15	-3	-43	-0.6	-3	8	43	1	-1	-2
44	COc1ccc(C(=O)NN2C(=S)N(c3ccc(OC)cc3)C(=O)C2CC(N)=O)cc1 (configuration not stated)	-9	6	13	0.1	-6	12	-13	0	-4	0
45	Cc1c(O)ccc2c(CC(=O)N[C@@H](Cc3c[nH]c4ccccc34)C(=O)O)cc(=O)oc12	-4	-140	-4	0.6	-9	-1	4	-1	-5	0
46	COc1ccc(NC(=O)CN2CCC(n3c(C)nc4cc(F)ccc43)CC2)c(OC)c1	0	-4	-54	-0.3	-4	18	54	8	7	0
47	O=c1cc(CN2CCCCC2)nc(C2CC2)[nH]1	5	2	1	-1.4	4	-51	-1	-2	-1	1
48	CC(C)(C)Nc1nc(Cl)nc(NCCN2CCOCC2)n1	-11	2	0	-4.2	nt	24	0	-3	-5	0
49	O=C(Nc1ccccc1OC(F)F)c1ccc(F)cc1	8	-8	-13	-2.7	-6	3	13	-1	-1	-5
50	O=C(COC(=O)CNC(=O)c1ccccc1)NC(=O)NC1CCCCC1	1	9	20	0.2	-20	5	-20	1	4	1

Continuation.
entry	smiles	PvdQ acylase	Rtt109 HAT inh	SR-BI uptake up	CAL PDZ FP-1	MITF TRPM1 HTS	PfHsp90 yeast 2	SR-BI HDL uptake	NSD2 inh	CAL PDZ FP-2	dFosB act
51	OCCNCc1cccc2ccccc12	-4	nt	10	-2.1	43	-1	-10	1	3	-5
52	O=C(CN1CCN(C(c2ccccc2)c2ccccc2)CC1)N1CCOCC1	-9	nt	12	-1.3	-2	-18	-12	1	-3	2
53	Cc1onc(-c2ccccc2Cl)c1C(=O)NCc1ccc2c(c1)cc(C)n2C	-1	2	-6	1.2	-1	12	6	nt	-1	-10
54	CCOC(=O)c1c(NC(=O)Cn2nnc(-c3ccccc3Cl)n2)sc(C)c1C	3	3	16	0.3	-10	-2	-16	-2	6	0
55	CCN(CC)CCC#CC(O)(c1ccccc1)C1CCCCC1 (configuration not stated)	-12	-6	-18	-0.7	6	5	18	15	-9	-4
56	COc1ccccc1N1C(=O)CC(Sc2n[nH]c(-c3cccc(C)c3)n2)C1=O (configuration not stated)	1	5	25	-0.9	18	-7	-25	-1	17	-13
57	CCOC(=O)Cn1c(=O)c(-c2ccccc2N)nc2ccccc21	-11	-11	-8	-0.1	-14	3	8	nt	nt	-16
58	CN(C(=O)COC(=O)c1ccccc1Nc1ccccc1)C1CCS(=O)(=O)C1 (configuration not stated)	2	-4	-46	-0.9	12	-6	46	nt	-3	9
59	O=C(c1ccccc1)c1c(-c2ccccc2)[nH]n(-c2ccccc2)c(=O)c1=O	-9	-1	20	-0.9	-3	-1	-20	0	2	-6
60	O=C(NCc1cccs1)c1ccc2c(c1)OCCO2	-9	3	21	-0.8	47	-20	-21	0	-7	1

Three structures already listed, arranged by heavy-atom count, falling.
entry	smiles	PvdQ acylase	Rtt109 HAT inh	SR-BI uptake up	CAL PDZ FP-1	MITF TRPM1 HTS	PfHsp90 yeast 2	SR-BI HDL uptake	NSD2 inh	CAL PDZ FP-2	dFosB act
58	CN(C(=O)COC(=O)c1ccccc1Nc1ccccc1)C1CCS(=O)(=O)C1 (configuration not stated)	2	-4	-46	-0.9	12	-6	46	nt	-3	9
55	CCN(CC)CCC#CC(O)(c1ccccc1)C1CCCCC1 (configuration not stated)	-12	-6	-18	-0.7	6	5	18	15	-9	-4
51	OCCNCc1cccc2ccccc12	-4	nt	10	-2.1	43	-1	-10	1	3	-5
